Compound activity (PubChem)
RSV CPE inhibition = inhibition of RSV-induced cytopathic effect – HEp-2 cells, primary 10 µM value included (AID 2391) | HEp-2 cells, RSV-induced CPE inhibition; higher % means a stronger effect | CPE inhibition, % at 10 µM, or IC50 in µM where a hit was titrated | hit rate 0.13% among 310,000; in the data active = a potency from the dose series; also: strong numbers were not always called active
HIV peptide binding = inhibitors of HIV fusion peptide binding, primary screen, biochemical, uHTS, fluorescence dequenching (AID 1986); cell-free peptide binding, fluorescence dequenching, 30 min; higher % means a stronger effect; one-dose inhibition, % at 20 µM; IC50 in µM for titrated hits; hit rate 0.3% among 290,000; in the data active = inhibition mostly above about 52%, no sharp cut-off; inactive = mostly below about 76%; also: some results filed as inactive read as strong as hits
XIAP antagonists = small molecules displacing peptide from XIAP – biochemical, IAP family, fluorescence polarization (AID 1018); XIAP BIR domain, fluorescence polarization peptide displacement; higher % means a stronger effect; displacement, % at 20 µM; hits with a dose series show IC50 in µM; hit rate 0.007% among 200,000; in the data active = displacement above about 50%; also: a part of the inactive calls stands beside numbers as strong as those of hits
Dengue-2 NS5 capping = flavivirus cap methylation enzyme inhibition – biochemical, confirmation dose response, primary screen (AID 588689) | Dengue-2 NS5 methyltransferase capping enzyme assay, biochemical; higher % means a stronger effect | inhibition, % at 25 µM; hits with a dose series show IC50 in µM | hit rate 0.3% among 340,000; in the data active = a potency from the dose series
AID2073 = inhibitors of Mint1-CaV2.2 protein interaction, biochemical, HTRF (AID 2073). HTRF protein-protein interaction, Mint1-CaV2.2; higher % means a stronger effect. inhibition, % at 20 µM, or IC50 in µM where a hit was titrated. hit rate 0.19% among 290,000; in the data active = inhibition mostly above about 51%, no sharp cut-off; also: some results filed as inactive read as strong as hits
Large T inhibition = SV40 large T antigen inhibitors, biochemical (AID 1903) | SV40 large T antigen ATPase/helicase inhibition assay; higher % means a stronger effect | one-dose inhibition, % at 20 µM; IC50 in µM for titrated hits | hit rate 0.39% among 310,000; in the data active = a potency from the dose series; also: strong numbers were not always called active
Rac1 GTP hydrolysis = MgcRacGAP GTPase-activating activity inhibitors, confirmation, biochemical, ADP Hunter fluorescence. MgcRacGAP-stimulated Rac1 GTP hydrolysis, ADP Hunter fluorescence; higher % means a stronger effect; GST-tagged Rac1 F28L mutant substrate. inhibition, % at 30 µM; hits with a dose series show IC50 in µM. hit rate 0.6% among 340,000;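 active = first-screen hits whose inhibition reached a set limit at any dose in the follow-up dose series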;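 also: fluorescence reports GDP produced by GAP-driven GTP hydrolysis; strong numbers were not always called active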
Siah-1 displacement = blockers of Siah-1 interaction with plectin peptide – biochemical, fluorescence polarization, rhodamine-plectin, uHTS, primary screen (AID 1817). Siah-1 / rhodamine-plectin peptide fluorescence polarization; higher % means a stronger effect. displacement, % at 20 µM; hits with a dose series show IC50 in µM. hit rate 0.02% among 290,000;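 active = displacement of at least 50% at 20 µM, with a fluorescence ratio check between 0.3 and a set limit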;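 also: plate controls were Siah plus tracer with DMSO for no effect and tracer alone without Siah for full effect; strong numbers were not always called active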
LYP inhibition = PTPN22 lymphoid phosphatase activity blockers – biochemical, fluorescence intensity, uHTS (AID 1779) | recombinant LYP phosphatase, fluorescence intensity; higher % means a stronger effect | inhibition, % at 11.5 µM; hits with a dose series show IC50 in µM | hit rate 0.054% among 290,000; in the data active = inhibition above about 50%;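 also: plate controls were vehicle with enzyme for no effect and no enzyme for full effect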
Dengue-2 NS5 capping pilot replicate = also measured in Dengue-2 NS5 capping; calls as there; inhibition, %; measured here: pilot screen replicate inhibition
An asterisk follows results filed as active; . = no result given.

SMILES | RSV CPE inhibition | HIV peptide binding | XIAP antagonists | Dengue-2 NS5 capping | AID2073 | Large T inhibition | Rac1 GTP hydrolysis | Siah-1 displacement | LYP inhibition | others
Cc1[nH]c2ccccc2c1/C=C/c1nc2ccccc2c(=O)[nH]1 | 7.5% | 0.4% | . | -1% | -5% | 3% | 14% | -3% | -2%
CCOC(=O)c1cnn(-c2nc(OC)cc(OC)n2)c1C(F)(F)F | 1.4% | 0.2% | -6.5% | 6% | 0% | -6% | 5% | 11% | -2%
O=C(NS(=O)(=O)c1ccc(Cl)s1)c1ccccc1 | 1.5% | 0.2% | . | 2% | 10% | 5% | 14% | 4% | -4%
COc1ccccc1-c1nn(Cc2ccccc2)cc1/C=C/C(=O)O | -0.5% | 0.3% | . | -6% | 3% | 6% | 8% | 7% | -4%
COc1ccc(-c2cc(C(=O)N3CC4(C)CC3CC(C)(C)C4)no2)cc1 (configuration not stated) | -0.5% | 3.6% | -4.0% | -1% | 0% | 0% | 11% | -4% | 0%
COc1ccccc1NS(=O)(=O)c1cccc(NC(=O)Nc2cccc(Cl)c2)c1 | 19% | -0.6% | -6.7% | -8% | 4% | 1% | 0% | -4% | 5%
N#CCCN/N=C(/Cc1nc2ccccc2[nH]1)c1ccc(Cl)cc1 | 1.2% | 7.6% | -4.4% | . | -10% | 4% | . | -9% | -7%
O=C(O)c1ccc2c(=O)n(-c3ccc(F)c(Cl)c3)c(=S)[nH]c2c1 | 0.7% | 2.7% | . | 5% | -6% | 18% | 9% | 6% | 2%
O=C(Cc1cccs1)NCCCc1ccccc1 | -0.8% | 1.4% | -4.7% | -4% | -2% | 10% | 0% | -4% | -6%
Cc1ccc(CSc2nnc(-c3cccnc3)o2)cc1 | 1.3% | -2.8% | -1.8% | -5% | 9% | 12% | 9% | 1% | -9%
Clc1ccc(-n2nnc(-c3nccs3)n2)cc1Cl | 1.7% | -0.2% | -5.7% | 4% | -45% | 3% | 9% | 18% | -4%
O=C(C1CCCCN1S(=O)(=O)c1ccccc1[N+](=O)[O-])N1CCCC1 (configuration not stated) | -1.6% | -0.4% | -5.2% | -16% | 0% | 5% | -44% | -3% | -1%

Five compounds picked at random from those above:
SMILES | RSV CPE inhibition | HIV peptide binding | XIAP antagonists | Dengue-2 NS5 capping | AID2073 | Large T inhibition | Rac1 GTP hydrolysis | Siah-1 displacement | LYP inhibition | others
O=C(O)c1ccc2c(=O)n(-c3ccc(F)c(Cl)c3)c(=S)[nH]c2c1 | 0.7% | 2.7% | . | 5% | -6% | 18% | 9% | 6% | 2%
Clc1ccc(-n2nnc(-c3nccs3)n2)cc1Cl | 1.7% | -0.2% | -5.7% | 4% | -45% | 3% | 9% | 18% | -4%
COc1ccc(-c2cc(C(=O)N3CC4(C)CC3CC(C)(C)C4)no2)cc1 (configuration not stated) | -0.5% | 3.6% | -4.0% | -1% | 0% | 0% | 11% | -4% | 0%
Cc1ccc(CSc2nnc(-c3cccnc3)o2)cc1 | 1.3% | -2.8% | -1.8% | -5% | 9% | 12% | 9% | 1% | -9%
COc1ccccc1NS(=O)(=O)c1cccc(NC(=O)Nc2cccc(Cl)c2)c1 | 19% | -0.6% | -6.7% | -8% | 4% | 1% | 0% | -4% | 5%

Additional results.
SMILES | RSV CPE inhibition | HIV peptide binding | XIAP antagonists | Dengue-2 NS5 capping | AID2073 | Large T inhibition | Rac1 GTP hydrolysis | Siah-1 displacement | LYP inhibition | others
Cc1ccccc1CC1SC(N=C(N)N)=NC1=O (configuration not stated) | -1.3% | 0.5% | . | -6% | -5% | 18% | 9% | 2% | -10% | Dengue-2 NS5 capping pilot replicate=-3.4
O=C(CNC(=O)C1CCCCC1)OCC(=O)c1ccc(Cl)s1 | 1.6% | -2.6% | -4.7% | -7% | 12% | -1% | -1% | 3% | -3%
Cc1cccc(Nc2nc3c(S(=O)(=O)c4ccccc4)nnn3c3ccccc23)c1C | 2.4% | 1.1% | -3.2% | -6% | 14% | 6% | 5% | 27% | -7%
O=C(CSc1nc2ccccc2c(=O)n1CCCC(=O)N1CCCC1)NCc1ccco1 | -0.5% | 0.6% | 1.2% | 5% | -4% | 1% | 0% | 4% | 1% | Dengue-2 NS5 capping pilot replicate=0.0
O=C(COC(=O)Cc1ccccc1F)Nc1ccc2c(c1)OCCO2 | 1.8% | -1.3% | -20% | -7% | 8% | -15% | 7% | -4% | -9%
CCOc1ccc(NC(=S)N2CCC(NC(=O)c3ccccc3)CC2)cc1 | 1.8% | 1.0% | . | -4% | -6% | 6% | 11% | 4% | -8%
CCN(CC)S(=O)(=O)c1cccc(C(=O)OCC(=O)Nc2ccccc2OC(F)F)c1 | -0.4% | -0.9% | -7.2% | 2% | 26% | 5% | 1% | -1% | -9% | Dengue-2 NS5 capping pilot replicate=-4.2
Cn1nc(C(=O)N2CCOCC2)c2ccccc2c1=O | 0.5% | -1.6% | -7.2% | 5% | -6% | . | 9% | -1% | -11%
O=C(C1=C[C@H](c2ccc(Br)cc2)C[C@H](OCc2ccc(CO)cc2)O1)N1CCOCC1 | 3.2% | 2.8% | -6.8% | -6% | -2% | 7% | 7% | 2% | 0%
O=[N+]([O-])c1cccc(C(=S)N2CCN(c3ccccc3)CC2)c1 | 18% | -0.8% | -0.6% | -3% | -30% | 12% | 10% | -3% | 4%
O=S(=O)(Cc1ccccc1)Nc1ccccc1Br | 1.0% | -0.2% | . | -1% | 5% | 11% | 10% | -4% | -7%
COc1ccccc1CNC(=O)C1CCN(S(=O)(=O)c2c(C)noc2C)CC1 | 0.1% | -0.4% | -2.3% | 0% | -2% | 16% | 11% | 2% | 0%
COc1ccccc1-c1n[nH]c(=S)n1Cc1ccccc1 | 0.7% | -2.7% | . | -12% | -17% | 5% | 9% | 6% | -7%
CC(C)C[C@H](NC(=O)C1CC(=O)N(c2ccc3c(c2)OCO3)C1)C(=O)NC1CCCC1 (some centres not stated) | -0.1% | 21% | . | 19% | 0% | 0% | 0% | -3% | -15%
CCOCC(=O)Nc1nc2ccc(OCC)cc2s1 | 1.9% | -1.1% | -6.2% | -9% | -2% | 4% | 8% | -2% | -7%
COc1ccc2nc(NC(=O)c3ccc([N+](=O)[O-])o3)sc2c1 | 1.2% | 1.0% | . | 8% | 6% | 13% | 15% | -5% | -14%
CN(C)c1ccc(/C=N/NC(=O)COc2ccccc2)cc1 | 0.6% | -3.9% | -3.3% | -15% | -3% | 7% | 9% | 2% | -3%
Cc1cccc2sc(NC(=O)c3ccc(Cl)s3)nc12 | 4.7% | 0.5% | 3.5% | -4% | 17% | 2% | 5% | 4% | -4%
COC(=O)Cn1cnc2scc(-c3ccc(C)cc3)c2c1=O | 1.9% | -1.7% | . | -4% | 6% | 2% | 8% | -6% | -10%
COc1ccc(N2C(=O)CC(c3cc(OC)c(OC)c(OC)c3)CC2=O)cc1 | . | 1.0% | . | -8% | -5% | 9% | 8% | 10% | -7%
COc1ccc(NC(=O)c2ccc3c(c2)OCO3)cc1Cl | 2.2% | 1.7% | -1.8% | -10% | 3% | -5% | -4% | 3% | -5%
O=C(c1cc(F)ccc1F)C1CCCN(C(=O)c2ccc(F)cc2Cl)C1 (configuration not stated) | 17% | 1.2% | 2.9% | 2% | -5% | 66% | 5% | 6% | -9%
CCc1nnc(NC(=O)CSc2nc(-c3ccc(F)cc3)cc(-c3ccccc3)c2C#N)s1 | . | 1.1% | -3.3% | -6% | 36% | 4% | 6% | 16% | -1%
Cn1cnnc1SCC(=O)Nc1nc(-c2ccccc2)cs1 | -0.1% | -0.2% | -1.1% | . | 5% | -5% | . | -2% | -5%
CCCSc1ccccc1C(=O)N1CCN(C(=O)c2ccco2)CC1 | 1.3% | -1.0% | . | -7% | -72% | 13% | 0% | -4% | -10%
O=C(Nc1cccc2ccccc12)NC(Cc1ccccc1)C(=O)O (configuration not stated) | -0.9% | 2.7% | . | 1% | 21% | 4% | 5% | -1% | -6%
CCOC(=O)Cn1nc(C)c(NC(=O)c2ccc(Br)o2)c1C | 1.1% | -0.1% | . | -2% | 1% | 0% | 1% | -3% | -3%
CC(C)(CNC(=O)Cc1ccc(Cl)cc1Cl)N1CCOCC1 | -0.1% | -0.8% | . | -2% | 7% | 4% | 6% | 5% | -12%
COc1ccccc1/C=C/CN1CCC(CO)(Cc2ccccc2)CC1 | -1.3% | -0.6% | -3.5% | 4% | -8% | 4% | 2% | -4% | -4%
O=C(CN1CCCCC1)N1CCN(c2ccccc2)CC1 | 0.1% | 2.6% | . | 9% | 4% | 19% | -1% | 5% | -7%
CC(C)c1onc(C(=O)N(C)Cc2ccccc2)c1[N+](=O)[O-] | 2.2% | -0.2% | 9.2% | 6% | -2% | -3% | 1% | -7% | -7%
COc1ccc(CCNC(=O)C(=O)NCC2CCNCC2)cc1OC | 0.4% | 0.5% | . | 6% | 5% | 10% | 3% | 0% | -5%
NC(=O)c1cc(-c2ccccc2)sc1NC(=O)CN1CCCCC1 | 20% | 0.8% | -9.4% | 4% | 0% | 26% | 21% | 10% | 1%
Cc1ccc(C23CC4CC(CC(C(=O)NN)(C4)C2)C3)cc1 | 0.0% | 0.4% | . | -10% | -2% | 9% | 6% | 11% | -8%
COc1ccc(NC(=O)CS(=O)c2ccc(Br)cc2)cc1 (configuration not stated) | 1.5% | -0.4% | . | -4% | 9% | 5% | 8% | -2% | -10%
CC1(C)Cc2nc(-c3ccccc3)nc(SCC(O)CO)c2CO1 (configuration not stated) | 4.9% | -1.6% | . | . | -2% | -1% | . | -3% | -5%
CCCCOC(=O)CSc1nc2ccccc2o1 | 1.6% | 0.3% | . | . | -17% | 26% | . | 1% | -10%
COc1ccccc1NC(=O)Cn1nc(-c2ccncc2)nc1SCC(=O)NC1CCCC1 | 0.7% | 1.0% | 1.5% | 0% | 18% | 10% | -1% | -5% | -3%
CCc1cc(C(=O)NC2CCCc3c2cnn3-c2cccc(C)c2C)n(C)n1 (configuration not stated) | 0.1% | -0.6% | . | . | 4% | 14% | . | 5% | 1%
Cc1cccc(N(C(=O)C(F)(F)F)C(C(=O)NC2CCCCC2)c2cccs2)c1 (configuration not stated) | -0.2% | -2.1% | -3.1% | -3% | 6% | -1% | 0% | 4% | -2%
Cc1ccc(C(=O)N2CCN(C(=O)c3ccco3)CC2)cc1NC(=O)c1ccco1 | 2.4% | 0.3% | -7.0% | -16% | -2% | 8% | 4% | -6% | 2%
O=C(CCNS(=O)(=O)c1ccc(Br)cc1)N1CCN(c2ccccc2O)CC1 | -1.9% | . | . | 3% | . | 15% | 11% | . | .
O=C(c1cc(-c2ccccc2Cl)on1)N1CCN(C(=O)c2ccco2)CC1 | 2.9% | 1.7% | 0.6% | -8% | 1% | 5% | 11% | 1% | -5%
CN(CC(=O)NCc1ccc2c(c1)OCO2)S(=O)(=O)c1ccc(F)cc1 | 0.5% | 0.7% | . | 4% | -3% | 4% | 1% | 13% | -8%
COc1cc(OC)cc(C(=O)NCCNc2nc3cc(C)cc(C)c3cc2C#N)c1 | 41% | 1.9% | . | 3% | 2% | 33% | -1% | 10% | -6%
O=C(c1ccccc1)N1CCCCC(S(=O)(=O)c2ccccc2)C1=O (configuration not stated) | -0.1% | -0.2% | -3.6% | -10% | -3% | 7% | 0% | -2% | -8%
